# High-throughput results: PubChem, several laboratories
# KLK7 zymogen act = proKLK7 zymogen activators, primary screen, biochemical, fluorescence intensity. AID 652039, 2013. hit rate 0.9% among 370,000. activation, % at 7 µM. purified proKLK7, EDANS-DABCYL substrate fluorescence; 100% is mature enzyme control, 0% vehicle. Kallikrein-7 (Homo sapiens), P49862;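 active = activation above the mean of all tested compounds plus 3 SD, computed per campaign excluding outliers beyond control limits, cut at about 13% in these data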
# UHRF1 binding = UHRF1 methylated DNA binding inhibitors, primary screen, counter-screen for MBD2 inhibitor project, biochemical, TR-FRET, human UHRF1, single concentration; UHRF1 binding to methylated oligo; inhibition, % at 4.4 µM; E3 ubiquitin-protein ligase UHRF1 (Homo sapiens), Q96T88; hit rate 0.75% among 370,000; in the data active = inhibition above about 21%;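 note: UHRF1 SRA domain binding a hemimethylated CpG hairpin DNA probe; 0% = median of test compound wells and 100% = reference inhibitor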
# ASAP1 inh = inhibitors of human ASAP1 ArfGAP activity, primary screen, biochemical, fluorescence polarization; ASAP1-stimulated ARF1 GTP hydrolysis, GDP FP detection; inhibition, % at 16.5 µM; hit rate 0.19% among 360,000; AID 624377, 2012; in the data active = inhibition above about 25%;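 note: 0% = vehicle with enzyme and substrate and 100% = no enzyme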
# Target sequence (Q9ULH1 325-724 limits assumed): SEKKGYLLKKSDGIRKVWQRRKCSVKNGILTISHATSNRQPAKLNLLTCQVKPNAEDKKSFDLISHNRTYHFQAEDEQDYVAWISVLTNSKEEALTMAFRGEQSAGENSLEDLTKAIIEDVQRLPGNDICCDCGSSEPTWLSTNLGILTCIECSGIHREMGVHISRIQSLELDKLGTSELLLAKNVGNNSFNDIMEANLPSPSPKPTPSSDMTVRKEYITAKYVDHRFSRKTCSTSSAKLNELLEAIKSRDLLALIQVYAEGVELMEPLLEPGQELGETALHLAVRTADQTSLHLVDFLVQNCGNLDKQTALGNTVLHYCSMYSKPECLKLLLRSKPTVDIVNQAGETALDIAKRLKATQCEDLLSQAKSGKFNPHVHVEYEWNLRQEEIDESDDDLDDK
# Rev-erbA mod = modulators of Rev-erb alpha DNA binding, primary screen, biochemical, FITC-DNA, fluorescence polarization, uHTS; hit rate 0.79% among 370,000; activity, % at 10 µM; Rev-erbα–FITC-DNA binding, 90 min; AID 1259318, 2017;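 active = activity above about 14%, limit read from the data; passing the limit was not always enough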;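 note: 0% = DMSO wells with 35 nM protein and 100% = DMSO wells with 750 nM protein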
# Tn7 DDE FP = inhibitors of Tn7 peptide binding to fibrin DD(E), primary screen, biochemical, fluorescence polarization, human fibrin, Tn7 probe. Fibrinogen beta chain (Homo sapiens), P02675. FP displacement of FITC-Tn7 peptide from fibrin DD(E); 0% = median of compound wells per plate. inhibition, % at 8.3 µM. hit rate 0.13% among 370,000. AID 720508, 2013;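 active = inhibition above the mean of compounds falling within the control limits plus 3 SD of them, cut at about 14% in these data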;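 note: 0% = plate median of compound wells and 100% = 10 µM Aha-Tn7 peptide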
# Target sequence (P02675 whole entry, looked up): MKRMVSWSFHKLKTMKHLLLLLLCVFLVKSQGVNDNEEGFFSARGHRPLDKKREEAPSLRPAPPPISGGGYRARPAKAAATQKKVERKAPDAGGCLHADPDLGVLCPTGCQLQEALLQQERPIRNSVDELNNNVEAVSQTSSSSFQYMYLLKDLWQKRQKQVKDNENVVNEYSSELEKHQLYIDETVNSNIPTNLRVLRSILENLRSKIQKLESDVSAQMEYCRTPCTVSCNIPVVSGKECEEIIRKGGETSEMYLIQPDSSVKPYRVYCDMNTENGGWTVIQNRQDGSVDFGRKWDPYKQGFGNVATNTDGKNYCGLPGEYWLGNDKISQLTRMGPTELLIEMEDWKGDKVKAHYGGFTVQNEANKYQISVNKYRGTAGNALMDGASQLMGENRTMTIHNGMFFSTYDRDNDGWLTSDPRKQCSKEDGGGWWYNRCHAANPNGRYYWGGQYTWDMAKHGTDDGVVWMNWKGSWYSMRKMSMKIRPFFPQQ
#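 Measure: % inhibition scaled between sample-field median and high-control FP; Test system: human fibrin DD(E); Quantity: 2 µM final DD(E) protein; Doses: one dose, 8.3 µM nominal; Schedule: compound with protein 10 min, then 3 h after probe, room temperature; Detection: fluorescence polarization; Medium: Tris buffer with calcium and detergent, pH 7.8.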
# sPLA2-III inh = human group III sPLA2 inhibitors, primary screen, biochemical, QFRET, BODIPY PC-A2 liposome substrate; Group 3 secretory phospholipase A2 (Homo sapiens), Q9NZ20; QFRET BODIPY PC-A2 liposome hydrolysis, fluorescence; inhibition, % at 12.2 µM; hit rate 0.56% among 370,000;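 active = inhibition above mean plus 3 SD of compounds lying within the high and low control bounds, cut at about 19% in these data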;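 note: 0% = median of test compound wells and 100% = no enzyme DMSO wells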
# ARFGAP1 inh = inhibitors of rat ARFGAP1 GAP activity, primary screen, biochemical, fluorescence polarization, GDP tracer | ADP-ribosylation factor GTPase-activating protein 1 (Rattus norvegicus), Q62848 | inhibition, % at 16.5 µM | AID 651572, 2012 | Arfgap1-stimulated ARF1 GTP hydrolysis, GDP FP detection | hit rate 0.26% among 360,000;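 active = inhibition above a per-plate limit, mean inhibition of low control wells plus 3 SD, cut at about 25% in these data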;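 note: 0% = DMSO wells with enzyme and 100% = wells lacking Arfgap1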
# Target sequence (Q62848 1-136 limits assumed): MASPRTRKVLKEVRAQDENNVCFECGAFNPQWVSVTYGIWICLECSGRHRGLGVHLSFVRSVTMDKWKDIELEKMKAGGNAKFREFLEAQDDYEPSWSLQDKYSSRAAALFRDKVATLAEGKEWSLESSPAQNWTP
#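 Repeats: one replicate per compound; assay system: rat Arfgap1 catalytic domain, aa 1-136; times: enzyme reaction 120 min at 25 °C after 20 min preincubation; detection: FP of antibody-bound GDP Alexa 633 tracer, ex 620/em 688 nm; benchmarks: high control wells lacking Arfgap1, low control full reaction with DMSO; reagent: human ARF1(Δ1-17)-GTP substrate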
# PLC-gamma1 inh = PLC-gamma1 enzyme inhibitors, primary screen, biochemical, fluorescence, purified enzyme | inhibition, % at 12.2 µM | AID 720700, 2013 | 1-phosphatidylinositol 4,5-bisphosphate phosphodiesterase gamma-1 (Homo sapiens), P19174 | hit rate 0.84% among 370,000 | fluorogenic substrate; in the data active = inhibition above about 9.5%
# PLC-beta3 inh = human PLC-beta3 inhibitors, primary screen, biochemical, fluorescence; 1-phosphatidylinositol 4,5-bisphosphate phosphodiesterase beta-3 (Homo sapiens), Q01970; Purified PLC-beta3, fluorogenic substrate; inhibition, % at 12.2 µM; hit rate 0.18% among 370,000; AID 720704, 2013; in the data active = inhibition above about 11%;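 note: 0% = median of compound wells on plate and 100% = full blocker control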
# DDE Tn6 FP inh = inhibitors of Tn6 peptide binding to fibrin DD(E), primary screen, biochemical, fluorescence polarization, human fibrin, Tn6 probe | inhibition, % at 8.3 µM | Fibrin DD(E) TRITC-Tn6 fluorescence polarization displacement | AID 720509, 2013 | hit rate 0.21% among 370,000 | Fibrinogen beta chain (Homo sapiens), P02675;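 active = inhibition above a per-campaign cutoff: mean of compounds within control limits plus 3 SD, cut at about 15% in these data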;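 note: 0% = median of all compound wells on the plate and 100% = blocking peptide control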
# Active calls of the source: *.
# Values run as follows: PLC-gamma1 inh	ASAP1 inh	sPLA2-III inh	KLK7 zymogen act	Tn7 DDE FP	UHRF1 binding	Rev-erbA mod	ARFGAP1 inh	PLC-beta3 inh	DDE Tn6 FP inh
CC(C)(O)CCc1c(-c2ccc(O)cc2O)oc2c3c(cc(O)c2c1=O)OC(C)(C)C=C3
→ 1	12	-15	0.4	-6	0	-7	10	1	2
COc1ccccc1CCC(=O)Nc1cccc(S(=O)(=O)N2CCCCCC2)c1
→ 3	6	-45	0.5	2	2	1	-11	-2	1
O=S(=O)(c1cccc(C(F)(F)F)c1)N1CCN(c2ccccc2)CC1
→ 0	9	8	-0.5	-2	-4	4	0	5	-10
Cc1c(C)n2c(SCC(=O)NCc3ccc4c(c3)OCO4)nnc2[nH]c1=O
→ -4	-6	7	0.3	3	0	0	2	-4	-1
Cn1cc(S(=O)(=O)N2CCCC2)cc1C(=O)Nc1cccc(C(F)(F)F)c1
→ 4	-7	6	0.1	-1	2	5	11	0	-4
Cc1onc(-c2ccccc2)c1C(=O)OCc1nnc(-c2ccc([N+](=O)[O-])cc2)o1
→ 2	9	2	-0.1	1	-2	-3	-1	-7	-12
Cc1ccc(C)n1-c1ccc(C(=O)Nc2ccccc2)cc1
→ -9	-10	1	-0.8	1	-3	-1	0	-13	-1
Cc1nc2nc(C)c(CCC(=O)N3CCN(c4ccccn4)CC3)c(C)n2n1
→ 2	3	2	0.4	5	-1	-5	6	-1	-1
COc1ccccc1N1C(=O)C2CCC(c3ccccc3)CC2C1=O (stereo not drawn)
→ 2	-6	-9	0.1	4	-2	1	-11	3	5
COc1cc(NC(=O)Nc2cccc([N+](=O)[O-])c2)cc(OC)c1
→ -1	12	-22	-0.3	3	2	3	12	-5	-10
COc1cc(S(=O)(=O)N2CCN=C2c2ccccc2)ccc1Cl
→ 3	7	-1	-0.7	4	-1	5	13	-4	-10
COc1ccccc1-c1noc(CCC(=O)Nc2cc(C(F)(F)F)ccc2Cl)n1
→ -1	-3	-24	-0.5	-4	0	5	3	1	4
CC(=O)NC(Cc1ccc(F)cc1)C(=O)NC1CCN(C(=O)Nc2ccccc2C)CC1 (stereo not drawn)
→ 7	-2	16	-0.3	1	5	-3	11	-9	5
COc1ccc(N(CC(O)Cn2c(C)nc3ccccc32)S(=O)(=O)c2ccc(C)cc2)cc1 (stereo not drawn)
→ 2	-10	2	0.0	2	1	1	5	1	0
CCOC(=O)N1CCN(C(=O)C2CC(c3ccccc3OC)=NO2)CC1 (stereo not drawn)
→ 1	-7	5	0.0	4	3	3	23	3	-1
CC(C)(C)NCc1cc(Br)ccc1OCc1cccs1
→ 4	-15	-4	0.3	-8	-2	2	11	2	-5
CC(C)(C)NC(=O)COc1coc(CN2CCN(C(=O)c3ccco3)CC2)cc1=O
→ 1	-7	11	0.0	10	-4	-4	6	1	0
CCN1CCN(c2cc(C)c3cc(NC(=S)N4CCCC4)ccc3n2)CC1
→ -9	-15	5	1.2	9	-1	-3	7	-22	2
NS(=O)(=O)c1cccc(NC(=O)CSc2nc3ccccc3c(=O)n2CC2CCCO2)c1 (stereo not drawn)
→ 0	-11	0	0.5	-2	0	0	-5	-6	6
CCO[C@@H]1OC(C(=O)NC2CC2)=C[C@H](c2c[nH]c3ccccc23)[C@H]1CCCO
→ -4	9	-7	0.8	-2	0	1	-6	-1	-4
CN(Cc1ccccc1)C(=O)c1cccc(NC(=O)Cc2ccc(NC(=O)C3CCCN(C(=O)C4CC4)C3)cc2)c1 (stereo not drawn)
→ -3	0	0	0.2	4	2	3	7	-3	-4
Cc1cc(Cl)ccc1OCC(=O)OCC(=O)N(CC(C)C)c1c(N)n(Cc2ccccc2)c(=O)[nH]c1=O
→ -8	2	-1	0.4	4	1	1	13	-9	2
N#Cc1c(-c2ccccc2)nc2n(c1=O)CCS2
→ -6	8	1	0.3	3	3	-5	-6	-11	3
COc1cc(/C=C/c2noc(-c3ccccc3O)n2)ccc1OC(C)=O
→ 2	-4	-4	0.1	-2	1	1	9	-7	-8
COc1ccc(-c2oc3c(c2-c2cnc(OC)nc2)C(O)CC3)cc1 (stereo not drawn)
→ -227	-7	11	10	11	8	9	-1	-341	2
CCc1nc2c(OCCn3cccc3)cccn2c1N(C)C(=O)c1cccs1
→ -3	-8	0	-0.1	-2	3	-1	1	-4	3
CN(C)CCNC(=O)C(=O)NCC1OCCN1S(=O)(=O)c1ccc2c(c1)OCCO2 (stereo not drawn)
→ 2	1	3	0.0	-1	0	-6	-7	-5	-3
CC(=O)c1c(C)[nH]c(C(=O)CN(C)CC(=O)Nc2ccccc2Cl)c1C
→ -1	-1	-12	-0.2	8	-3	-2	15	0	-5
Cc1sc2c(=O)n3c(nc2c1C(=O)NCCCN1CCOCC1)CCCCC3
→ -2	-4	-5	-0.1	0	2	-1	-3	0	-1
N#C/C(=C\c1ccc(-c2cccc([N+](=O)[O-])c2)o1)C(=O)Nc1nc(-c2cccs2)cs1
→ -4	4	3	0.3	3	1	-10	1	-12	-9
COc1ccc(-c2ccc(C)cc2)cc1[C@H]1[C@@H]2C=CCC[C@@]2(C)C(=O)N1Cc1ccccc1
→ 1	9	3	0.1	3	-3	1	-5	-2	1
COc1ccc(/C=N/NC(=O)c2cc(Br)ccc2O)cc1Cn1cc(Cl)cn1
→ -97	0	-19	-0.2	-9	-2	-6	1	-111	-5
CC(=O)Nc1ccc(/C=N/NC(=O)CC2CCCCC2)cc1
→ 0	-13	-3	-0.6	11	-5	-1	-5	5	8
CCCCCCCCN1C(=O)[C@H](CC(=O)NCc2ccc(OC)c(OC)c2)C[C@@]2(C(=O)OC)CCCCC=C12
→ -1	-5	-13	0.3	-3	14	-6	6	-2	3
CC(C)(C)NC(=O)/C(=C/c1ccccc1F)NC(=O)c1ccc([N+](=O)[O-])cc1
→ 4	18	4	-1.2	-3	6	-4	-3	2	-2
CC(=O)/C=C(\C)N=Nc1c(O)[nH]c2ccccc12
→ 0	4	-5	-0.2	-2	-9	0	-3	-2	-9
COc1ccccc1CN1CN(S(=O)(=O)c2ccccc2)c2nc3ccccc3nc21
→ -56	-5	-33	2.8	-3	4	-2	-11	-98	2
CCOC(=O)N1CCN(C2=C(NS(=O)(=O)c3ccc(NC(C)=O)cc3)C(=O)c3ccccc3C2=O)CC1
→ -4	1	2	1.0	-6	-2	1	10	-7	-3
O=C(Cc1ccc([N+](=O)[O-])cc1)c1c(O)cc(O)cc1O
→ 5	8	-16	0.2	0	-1	-2	-15	0	-2
Cc1ccccc1-n1c(SCC(=O)N(C)C2CCS(=O)(=O)C2)nnc1-c1ccncc1 (stereo not drawn)
→ -5	5	0	-0.9	0	-1	1	-5	-10	9
Cc1cc(NCCCn2ccnc2)n2nc(-c3ccc(Cl)cc3)cc2n1
→ -11	3	-21	-1.1	-1	0	-4	-4	-16	-15
CCOc1ccccc1NC(=O)CSc1nnc(-c2ccco2)o1
→ 3	4	-1	0.6	-4	0	2	-2	0	-2
O=c1[nH]c(C2CCCCC2)nc2ccccc12
→ 7	6	5	-0.4	0	5	-6	-3	4	2
CC(CCn1cccn1)NC(=O)c1cc(COc2ccc(F)cc2Cl)on1 (stereo not drawn)
→ -2	-4	3	1.0	4	3	2	12	-8	-12
COc1cccc(CC(=O)Nc2nc3c(s2)C(=O)CC(C)(C)C3)c1
→ 1	-14	-4	-0.5	0	-1	10	3	0	-1
C=CCc1cc(Cl)ccc1OCCOCCNCCOC
→ -2	-2	-1	-0.6	-2	-5	1	-4	0	-6
CCN1C(=O)CSc2ccc(C(=O)NCc3ccccc3OC)cc21
→ 1	0	5	0.2	-1	10	-1	1	-1	-1

# As a working copy, part of the list above.
# Values run as follows: PLC-gamma1 inh	ASAP1 inh	sPLA2-III inh	KLK7 zymogen act	Tn7 DDE FP	UHRF1 binding	Rev-erbA mod	ARFGAP1 inh	PLC-beta3 inh	DDE Tn6 FP inh
COc1ccc(-c2ccc(C)cc2)cc1[C@H]1[C@@H]2C=CCC[C@@]2(C)C(=O)N1Cc1ccccc1
→ 1	9	3	0.1	3	-3	1	-5	-2	1
COc1ccc(/C=N/NC(=O)c2cc(Br)ccc2O)cc1Cn1cc(Cl)cn1
→ -97	0	-19	-0.2	-9	-2	-6	1	-111	-5
CC(=O)Nc1ccc(/C=N/NC(=O)CC2CCCCC2)cc1
→ 0	-13	-3	-0.6	11	-5	-1	-5	5	8

# Gathered by group, the entries above with an NH in an aromatic ring (six)
# Values run as follows: PLC-gamma1 inh	ASAP1 inh	sPLA2-III inh	KLK7 zymogen act	Tn7 DDE FP	UHRF1 binding	Rev-erbA mod	ARFGAP1 inh	PLC-beta3 inh	DDE Tn6 FP inh
Cc1c(C)n2c(SCC(=O)NCc3ccc4c(c3)OCO4)nnc2[nH]c1=O
→ -4	-6	7	0.3	3	0	0	2	-4	-1
CCO[C@@H]1OC(C(=O)NC2CC2)=C[C@H](c2c[nH]c3ccccc23)[C@H]1CCCO
→ -4	9	-7	0.8	-2	0	1	-6	-1	-4
Cc1cc(Cl)ccc1OCC(=O)OCC(=O)N(CC(C)C)c1c(N)n(Cc2ccccc2)c(=O)[nH]c1=O
→ -8	2	-1	0.4	4	1	1	13	-9	2
CC(=O)c1c(C)[nH]c(C(=O)CN(C)CC(=O)Nc2ccccc2Cl)c1C
→ -1	-1	-12	-0.2	8	-3	-2	15	0	-5
CC(=O)/C=C(\C)N=Nc1c(O)[nH]c2ccccc12
→ 0	4	-5	-0.2	-2	-9	0	-3	-2	-9
O=c1[nH]c(C2CCCCC2)nc2ccccc12
→ 7	6	5	-0.4	0	5	-6	-3	4	2
